Source: PubChem
TDP1 cell noCPT: qHTS for Inhibitors of human tyrosyl-DNA phosphodiesterase 1 (TDP1): qHTS in cells in absence of CPT | Potency, µM (series often up to 46.2 µM), inactives show top-dose activity change, negative = growth inhibition, usual class: inhibitors | AID 686978, 2013 | 420,000 tested, 15% active | DT40 Tdp1-/- hTDP1 cells, no CPT, ATP luminescence, 48 h; note: nearly all actives have a fitted effect of over 55% in size
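Camptothecin absent (DMSO only). Human TDP1-complemented DT40 knockout cells, 400 cells/well, 37 °C for minimum 48 hr; ATP measured via CellTiter-Glo, 30 min dark incubation, luminescence.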
DT40 TDP1 CPT: DT40-hTDP1 cell growth loss with CPT. chicken DT40 Tdp1-/-;hTDP1 cells + 20 nM CPT, ATP luminescence, 48 h. Potency, µM (highest dose often 46.2 µM), for inactives: at the highest dose activity change, negative = growth inhibition, usual class: inhibitors. 420,000 tested, 12% active; note: nearly all actives have a fitted effect of over 55% in size
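Chicken DT40 Tdp1-/- cells complemented with human TDP1, 400 cells/well, exposed to compounds plus 20 nM camptothecin for at least 48 h at 37 C; viability read as ATP content by CellTiter-Glo luminescence.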
TDP1 block: inhibitors of human tyrosyl-DNA phosphodiesterase TDP1 | Q9NUW8 | recombinant TDP1, AlphaScreen DNA substrate cleavage | 350,000 tested, 0.28% active | Potency, µM (top dose mostly 130 µM), for inactives: at the top dose activity change, negative = inhibition, most hits filed as inhibitors; note: nearly all actives have a fitted effect of over 40% in size
Target sequence (Q9NUW8 whole entry, looked up): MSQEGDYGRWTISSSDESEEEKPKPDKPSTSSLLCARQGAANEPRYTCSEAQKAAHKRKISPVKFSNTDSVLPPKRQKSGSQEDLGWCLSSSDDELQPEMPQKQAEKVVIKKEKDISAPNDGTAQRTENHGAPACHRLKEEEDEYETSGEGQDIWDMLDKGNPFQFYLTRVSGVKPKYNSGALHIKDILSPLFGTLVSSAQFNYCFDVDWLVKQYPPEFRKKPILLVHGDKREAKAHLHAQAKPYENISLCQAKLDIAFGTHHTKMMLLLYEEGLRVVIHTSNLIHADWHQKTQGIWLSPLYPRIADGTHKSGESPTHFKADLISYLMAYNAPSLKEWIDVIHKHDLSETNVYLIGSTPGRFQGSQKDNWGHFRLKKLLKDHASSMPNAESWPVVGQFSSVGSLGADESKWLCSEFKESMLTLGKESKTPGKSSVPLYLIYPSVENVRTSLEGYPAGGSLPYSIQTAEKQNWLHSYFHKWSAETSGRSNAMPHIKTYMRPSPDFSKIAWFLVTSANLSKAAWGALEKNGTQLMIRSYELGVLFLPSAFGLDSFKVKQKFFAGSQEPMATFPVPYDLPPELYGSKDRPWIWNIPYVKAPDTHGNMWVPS
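Signal: AlphaScreen proximity between streptavidin donor and anti-FITC acceptor beads on intact substrate. Reaction: Tdp1 1 nM, substrate 15 nM final, 5 min RT after 15 min compound preincubation.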
* = called active by the depositor; ? = inconclusive; . = no result given; [ ] = remark or other dose. Calls come from the whole dose curve; as a rule, active = well fitted curve in the direction sought with a large enough effect; inconclusive = small, poorly fitted or top-dose-only effect, or another doubt; inactive = no such curve, though single readings can be large; an effect the other way counts as inactive or inconclusive. % is set by controls: 0 for no effect and ±100 for the full control effect; potency is the fitted concentration of half-maximal effect.

SMILES	TDP1 cell noCPT	DT40 TDP1 CPT	TDP1 block
CCN(CC(=O)N1CCN(Cc2ccccc2)CC1)S(=O)(=O)c1ccc(C)cc1	?	?	6%[56.1 µM]
O=C(COC(=O)c1cc(S(=O)(=O)N2CCCCC2)ccc1Cl)NC1CCCCC1	-23%	-5%	.
CCO[C@H]1OC(C(=O)N2CCN(Cc3ccc4c(c3)OCO4)CC2)=C[C@@H](C2CCCCC2)[C@@H]1CCCO	16µM*	15µM*	8%
CCc1ccc(NC(=O)c2ccc(F)c(S(=O)(=O)N3CCN(c4ccc(OC)cc4)CC3)c2)cc1	?	?	3%
CCc1ccccc1N1CC23C=CC(O2)C(C(=O)O)C3C1=O (centres undefined)	-22%	18µM*	4%
CN(C)C(=O)c1ccc(-c2nc(NCc3ccccc3)c3ccccc3n2)cc1	?	?	-3%
COc1cc(CC(=O)N/N=C/c2ccc([N+](=O)[O-])cc2)c([N+](=O)[O-])cc1OC	?	-14%	7%
Cc1nn(C)cc1C(C)NCc1c(C(=O)N2CCCCCCC2)nc2ccc(Cl)cn12 (centres undefined)	-23%	-3%	.
CCc1ccc2c(c1)C(c1cccs1)=NNC(c1cccnc1)=N2	-28%	-29%	5%
O=C(CCN1C(=O)C2C3C=CC(C4CC34)C2C1=O)OCC(=O)c1ccccc1 (centres undefined)	4%	-4%	0%
Cc1cc(C(F)(F)F)c2c(N)c(C(=O)Nc3cc(C)on3)sc2n1	-4%	18%	3%
COC(=O)c1cc(OC)c(OC)c(OC)c1[N+](=O)[O-]	7%	17%	6%
CCCC1(C)Nc2ccccc2-c2nc3ccccc3n21 (centres undefined)	?	?	-4%
CCc1cc(S(N)(=O)=O)cc(CC)c1NC(C)=O	-3%	39%[activator]	-5%
COc1ccc(-c2ccc3nnc(SCC(N)=O)n3n2)cc1	0%	-11%	0%
COc1cc(C(=O)N2CCN(CC(O)COc3ccccc3)CC2)cc(OC)c1OC (centres undefined)	-5%	10%	.
O=C(Nc1nnc(SCc2ccc(F)cc2)s1)c1cccnc1Cl	-18%	0%	3%
CCc1ccc(OCC(=O)N(Cc2cccs2)c2ccc(Cl)cc2)cc1	?	?	.
CCC(C)C(=O)Nc1ccccc1N1CCN(c2ccc(F)cc2)CC1 (centres undefined)	21µM*	?	.
O=C(N1CCOCC1)N(Cc1ccccc1)c1ccccn1	-19%	-14%	-2%
Cc1ccc(S(=O)(=O)N2C3CCCCC3O[C@H]2CC(=O)c2ccc(F)cc2)cc1 (some centres undefined)	12%	14%	.
Cc1ccc(OC(=O)N(C)C[C@@H]2OCc3cn(nn3)CCCC(=O)N([C@H](C)CO)C[C@H]2C)cc1	-24%	-21%	.
COc1ccc(N(CC(=O)N/N=C/c2ccco2)S(=O)(=O)c2ccccc2)cc1Cl	-8%	-29%	5%
CCN1CCN(CCCN(Cc2cccs2)C(=S)Nc2ccccc2C)CC1	-11%	5%	-6%
Cc1ccc(C2=CC(=O)C[C@H](c3ccc(F)cc3)C2)cc1	?	?	-11%

Laid out differently: two of the compounds above.
canonical_smiles | TDP1 cell noCPT | DT40 TDP1 CPT | TDP1 block
O=C(Nc1nnc(SCc2ccc(F)cc2)s1)c1cccnc1Cl | -18% | 0% | 3%
CCc1ccc(OCC(=O)N(Cc2cccs2)c2ccc(Cl)cc2)cc1 | ? | ? | .

(continued)
SMILES	TDP1 cell noCPT	DT40 TDP1 CPT	TDP1 block
C[C@@H]1CN([C@@H](C)CO)C(=O)Cc2cc(NS(=O)(=O)c3ccccc3)ccc2O[C@H]1CN(C)S(C)(=O)=O	-5%	-6%	0%
Cc1ccc(Sc2c(O)c3ccccc3n(C)c2=O)cc1	14%	-26%	3%
O=C(Nc1ccc(Nc2ccccc2)cc1)c1ccccc1	21µM*	?	.
CCCCn1c(N)c(N(CCOC)C(=O)c2cc(CC)c(C)s2)c(=O)[nH]c1=O	-2%	1%	2%
CCC(=O)c1cc2c(cc1NC(=O)c1cccs1)OCCO2	-23%	?	-1%
C#CCOCCOCCOCCNc1nc(N2CCN(C(=O)[C@H](CCC(=O)O)n3cc(C(N)CC(C)C)nn3)CC2)nc(N2CCN(C(=O)[C@H](Cc3cc4ccccc4[nH]3)n3cc(C(N)[C@H](C)CC)nn3)CC2)n1 (some centres undefined)	-3%	-18%	6%
CSc1ccccc1OCc1cc(C(=O)N2C[C@H]3CC[C@H]2C3)no1	-22%	-15%	6%
C=CCn1c(SCC(=O)Nc2c(C)n(C)n(-c3ccccc3)c2=O)nnc1-c1cccnc1	-10%	-3%	0%
C=C(C)CSc1nnc2n(C)c(=O)c3c4c(sc3n12)CCC4	?	-22%	3%
NCCC(=O)[N-][C@@H](Cc1cnc[nH]1)C(=O)O.[Zn]	3%	-1%	.
Cc1cccc2cc(CN(Cc3ccco3)C(=O)c3cccs3)c(=O)[nH]c12	?	?	5%
Cc1c(C(=O)Nc2nnc(C3CC3)s2)oc2c(Cl)cccc12	-16%	?	.
O=C1c2ccccc2C(=O)N1c1ccc(Cl)cn1	2%	-4%	1%
O=[N+]([O-])c1cc([N+](=O)[O-])c2oc(-c3ccccc3)c(Br)c2c1O	8.2µM*	?	.
COCCOC(=O)c1[nH]c2c(c1C)C(=O)CC(c1ccc(F)cc1)C2 (centres undefined)	5.8µM*	3.3µM*	5%
COc1c(Br)cc(C(N)=O)cc1OCc1ccccc1	-22%	-23%	-3%
Cc1noc(C)c1NC(=O)N(C)C[C@H]1Oc2c(NC(=O)Nc3ccccc3)cccc2C(=O)N([C@H](C)CO)C[C@@H]1C	-62%	?	-2%
Cc1ccc(C)c(OCC(=O)Nc2ccccc2C(=O)N2CCOCC2)c1	?	0%	4%
CC(C(=O)Nc1ccccc1C#N)N1C(=O)NC2(CCCCCC2)C1=O (centres undefined)	?	-15%	-4%
Cc1nc2ccc(NC(=O)C3=NN(C)C(=O)CC3)cc2s1	-12%	-3%	0%
CN(C(=O)c1cc2nc(-c3ccc4c(c3)OCO4)cc(C(F)(F)F)n2n1)c1ccc(OC(F)(F)F)cc1	-8%	-11%	-1%
COc1ccc(CCNC(=S)N2CCN(S(=O)(=O)c3ccccc3)CC2)cc1	?	?	.
O=C(NNC(=O)c1ccc(NC(=O)c2ccccc2)cc1)c1ccc(F)cc1	11%	30%	.
Cc1ccc2nc(-c3ccc(NC(=O)CNC4CC4)cc3)sc2c1	18µM*	16µM*	2%
O=C(N/N=C/c1cccnc1)c1cccc(S(=O)(=O)Nc2cccc(Cl)c2)c1	-4%	8%	3%

Exported bar-delimited: part of the list above.
SMILES | TDP1 cell noCPT | DT40 TDP1 CPT | TDP1 block
Cc1c(C(=O)Nc2nnc(C3CC3)s2)oc2c(Cl)cccc12 | -16% | ? | .
CC(C(=O)Nc1ccccc1C#N)N1C(=O)NC2(CCCCCC2)C1=O (centres undefined) | ? | -15% | -4%
CSc1ccccc1OCc1cc(C(=O)N2C[C@H]3CC[C@H]2C3)no1 | -22% | -15% | 6%

Continued:
SMILES	TDP1 cell noCPT	DT40 TDP1 CPT	TDP1 block
OC(CNC1CCCC1)COc1ccc(Cl)cc1 (centres undefined)	?	?	1%
COc1ccc(CCC(=O)c2ccc(OC)cc2)cc1	?	4%	.
CC(C)c1ccc(/C=C2\SC(=O)N(CC(=O)NCCCn3ccnc3)C2=O)cc1	15µM*	?	9%
CCN(Cc1nc2cc(Cl)ccc2c(=O)[nH]1)C(=O)CN1C(=O)NC2(CCCCC2C)C1=O (centres undefined)	-14%	-12%	-3%
CC(=O)N1c2ccccc2Oc2cc3ccccc3cc21	-7%	7%	3%
CNc1nc(SC)nc2ccsc12	-3%	-10%	-3%
COCCn1c(=O)c(-c2cccc(C#N)c2)nc2cnc(Oc3ccccc3)nc21	6%	2%	.
CCCC(=O)N1CCN(c2nc3c(OC)ccc(C)c3s2)CC1	?	-29%	0%
Cc1ccccc1Cc1c(C)nc2nc(SCC(=O)NCCCN3CCCC3)nn2c1C	-4%	-14%	0%
CCCCc1nnc(NC(=O)C2CCCO2)s1 (centres undefined)	-7%	-6%	9%
CCOC(=O)/C(=N\Nc1cccc(C(F)(F)F)c1)N(CCOC)CCOC	?	?	8%
CCOc1ccc(-c2cc(NC(=O)Nc3ccccc3C(F)(F)F)c(C(=O)OC)s2)cc1	?	?	3%
CCc1nnc(NC(=O)c2sc3nc(C)cc(COC)c3c2N)s1	-9%	-1%	0%
FC(F)(F)c1cc(Sc2ccccc2)nc(-c2ccccn2)n1	15µM*	?	0%
CC(=O)COc1ccc2c(C)c(C)c(=O)oc2c1	-29%	-4%	-2%
COc1cccc(COC(=O)Nc2ccccc2)c1OC	?	?	.
CC1CCN(S(=O)(=O)c2ccc(C(=O)Nc3nnc(-c4ccccn4)o3)cc2)CC1	?	?	0%
Cc1n[nH]c(=O)c2c(NC(=O)COC(=O)/C=C/c3cccc(C(F)(F)F)c3)oc(C)c12	17%	13%	.
Cc1ccc(C)c(NC(=O)CSc2nnc(C)n3c2cc2occc23)c1	?	-8%	-5%
Cc1ccc(NC(=O)Cn2c(=O)c3cccn3c3ccccc32)c(Cl)c1	-11%	?	2%
Cn1c(=O)c2c(nc(N/N=C/c3cccnc3)n2Cc2ccccc2)n(C)c1=O	26µM*	12µM*	5%
Nc1cc(=O)[nH]c2c1CCC2	-13%	-1%	.
Cc1ccc(C(=O)CSc2nnc(-c3ccco3)o2)o1	-4%	-1%	3%
CC(C)NC(=O)CSCc1cccc(Br)c1	-11%	-1%	8%
Cc1noc(C)c1C(=O)N(C)CC(=O)Nc1ccc(F)c(F)c1F	-2%	-3%	-8%[0.505 µM]

Some of the entries so far, as comma-separated lines:
SMILES,TDP1 cell noCPT,DT40 TDP1 CPT,TDP1 block
C#CCOCCOCCOCCNc1nc(N2CCN(C(=O)[C@H](CCC(=O)O)n3cc(C(N)CC(C)C)nn3)CC2)nc(N2CCN(C(=O)[C@H](Cc3cc4ccccc4[nH]3)n3cc(C(N)[C@H](C)CC)nn3)CC2)n1 (some centres undefined),-3%,-18%,6%
CSc1ccccc1OCc1cc(C(=O)N2C[C@H]3CC[C@H]2C3)no1,-22%,-15%,6%
C=CCn1c(SCC(=O)Nc2c(C)n(C)n(-c3ccccc3)c2=O)nnc1-c1cccnc1,-10%,-3%,0%
C=C(C)CSc1nnc2n(C)c(=O)c3c4c(sc3n12)CCC4,?,-22%,3%

More compounds:
SMILES	TDP1 cell noCPT	DT40 TDP1 CPT	TDP1 block
CC1CCc2c(C(=O)NCc3ccccn3)csc2C1 (centres undefined)	-35%	-11%	5%
CC(=O)c1cnc2c(-c3ccc(Cl)cc3)cnn2c1C	?	?	0%[56.1 µM]
COc1cc(CN(C(=O)c2cccs2)C2CCS(=O)(=O)C2)cc(OC)c1OC (centres undefined)	-1%	12%	1%
COc1cccc(NC(=O)CN(C)CC(=O)Nc2ccc(C)cc2Cl)c1	13µM*	?	-5%
O=C(Nc1ccc(F)c(Cl)c1)C1Cc2ccccc2CN1S(=O)(=O)c1ccc(F)cc1 (centres undefined)	?	?	6%
COc1ccccc1-c1sc2cc3c(cc2c1C#CCO)OCO3	?	?	-4%
CC(=O)C1CCC2C3CCC4CC(=O)CCC4(C)C3C(O)CC12C (centres undefined)	?	?	.
O=C(Nc1cnc2ccccn2c1=O)c1ccc(Cl)cc1Cl	4%	21%	-5%
Nc1nonc1-n1nnc(C(=O)N/N=C/c2ccc(F)cc2)c1-c1ccc2c(c1)OCO2	4%	8%	3%
O=c1[nH]cc(COCc2ccccc2)c(=O)[nH]1	6%	-2%	0%
CNCc1c(OCc2ccccc2)ccc2ccccc12	?	?	4%
CSc1ccccc1NC(=O)c1cc(C(C)C)on1	-25%	-15%	3%
O=C(CN1CCC(C(=O)c2ccc(F)cc2)CC1)Nc1ccccc1Cl	12µM*	-26%	3%
O=C(Oc1ccccc1N1C(=O)C2CCCCC2C1=O)c1ccccc1 (centres undefined)	?	-18%	1%
O=C(Nc1ccc(S(=O)(=O)N2CCOCC2)cc1)c1cccc([N+](=O)[O-])c1	-14%	?	.
CCCCn1c(/N=C/c2ccc3c(c2)OCO3)nc2ccccc21	-20%	?	-1%
O=C(Cn1c(=O)oc2cc(S(=O)(=O)N3CCCCC3)ccc21)N1CCCCC1	-7%	5%	2%
CC(C)C(OC(=O)c1cccs1)C(=O)NCc1ccc(F)cc1 (centres undefined)	13%	-28%	-4%
CCOC(=O)C1=C(C)NC(SCc2cc(=O)[nH][nH]2)=C(C#N)C1c1cccs1 (centres undefined)	2%	-8%	14%
COc1cc(C(=O)NC(C)c2ccc(-n3ccnc3)cc2)cc(OC)c1C (centres undefined)	-17%	14%	2%
O=C(NNc1cccc(Cl)n1)C1CC1	-2%	4%	-1%
Cc1nc2c3cc(F)ccc3n(Cc3ccccc3F)c2s1	?	7.3µM*	5%
NC(=O)C1CCN(C(=O)CN(c2ccc3c(c2)OCCO3)S(=O)(=O)c2ccccc2)CC1	-15%	0%	-3%
CCCCN(C)CCNC(=O)C(NC(=O)C1CCC(C)CC1)C(C)C (centres undefined)	-10%	-19%	-2%
